PTHR1 agonist – agonists of human PTHR1 parathyroid hormone receptor; AID 743266; 0.075% of 410,000 active; Q03431; Potency, µM (top dose mostly 115 µM), for inactives: at the highest dose activation, actives largely listed as activators; HEK293 GP2 PTHR1 cells, GloSensor cAMP luminescence, 1 h; note: potency is the fitted concentration of half-maximal effect; nearly all actives have a fitted effect of over 55% in size; some results filed as inactive show a strong effect at the top dose; inactives centre near -15; many of its hits are not listed in these tables
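HEK-293-derived GP2 cells expressing PTHR1 and a GloSensor cAMP reporter, 3,000/well, plated overnight, given luciferin plus IBMX (each 0.5 mM as added) for 1 h at 37 °C, then compound for 1 h at 37 °C. Luminescence was read after 15 min at room temperature.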
Mm-Cpn inhibitor – M. maripaludis TRiC chaperonin inhibition; AID 504842; purified Mm-Cpn ATPase, ADP Transcreener TR-FRET; Potency, µM (series often up to 76.9 µM), for the others: at the highest dose activity, negative = inhibition, hits mostly inhibitors; 0.031% of 330,000 active; note: potency is the fitted concentration of half-maximal effect; % is set by controls: 0 for no effect and ±100 for the full control effect; nearly all actives have a fitted effect of over 80% in size
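Purified archaeal Mm-CPN (25nM final) preincubated 10 min at 37degC with compound, then 10uM ATP for 30 min at 37degC; ADP measured by HTRF Transcreener TR-FRET; buffer 30 mM TRIS pH 7.4, 100mM KCl, 5mM MgCl2, 1mM DTT.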
D3 antag – D3 dopamine receptor (human) antagonism. AID 652054. D3R cells, DiscoveRx beta-arrestin luminescence, antagonist mode; hits give low values. max response, negative = inhibition, %. 2.5% of 360,000 active; in the data active = max response below about -50%; inconclusive = no clear call, values can overlap the other calls; note: % is set by controls: 0 for no effect and ±100 for the full control effect; mostly tested at two doses, the higher about 12 µM
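Cells plated overnight at 1500 cells/well, then exposed to library compounds with dopamine controls for 90 minutes at 37 degrees C. DiscoveRx reagent added for 30–60 minutes at room temperature; luminescence read, quantitative HTS format.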
CCT chaperon mod – changes cytosolic chaperonin activity; 0.3% of 360,000 active; activity change, % (test concentration not listed), hits read low; AID 651819; purified chaperonin ATPase assay, HTRF ADP detection, 30 min; in the data active = activity change below about -30%; note: % is set by controls: 0 for no effect and ±100 for the full control effect
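We incubate TRiC, 40 or 20 nM final, with library compounds at 76 uM and 10 uM ATP for 30 min at 37 °C. ADP formed is detected with Transcreener HTRF reagents after 30 min at room temperature.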
DRD3 agonist – activates the human D3 dopamine receptor; P35462; D3R DiscoveRx beta-arrestin cells, luminescence, 90 min; max activation, %; 0.58% of 410,000 active; in the data active = max activation above about 30%; note: 0% is about no effect; mostly tested at two doses, the higher about 12 µM
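Agonist-mode cell screen: cells plated at 1500/well and incubated overnight at 37 °C, then exposed to library compounds for 90 min at 37 °C. Detection reagent was added for 30–60 min at room temperature, and luminescence was read.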
EPAC2 antagonist – antagonists of human EPAC2 | EPAC2 GEF exchange of Rap1B-BODIPY-GDP, fluorescence | Q8WZA2 | AID 720708 | 0.18% of 360,000 active | Potency, µM (highest dose often 114 µM), without a hit: at the top dose activity, negative = inhibition, usual class: inhibitors; note: potency is the fitted concentration of half-maximal effect; % is set by controls: 0 for no effect and ±100 for the full control effect; nearly all actives have a fitted effect of over 45% in size; many of its hits are not listed in these tables
Target sequence (Q8WZA2 whole entry, looked up): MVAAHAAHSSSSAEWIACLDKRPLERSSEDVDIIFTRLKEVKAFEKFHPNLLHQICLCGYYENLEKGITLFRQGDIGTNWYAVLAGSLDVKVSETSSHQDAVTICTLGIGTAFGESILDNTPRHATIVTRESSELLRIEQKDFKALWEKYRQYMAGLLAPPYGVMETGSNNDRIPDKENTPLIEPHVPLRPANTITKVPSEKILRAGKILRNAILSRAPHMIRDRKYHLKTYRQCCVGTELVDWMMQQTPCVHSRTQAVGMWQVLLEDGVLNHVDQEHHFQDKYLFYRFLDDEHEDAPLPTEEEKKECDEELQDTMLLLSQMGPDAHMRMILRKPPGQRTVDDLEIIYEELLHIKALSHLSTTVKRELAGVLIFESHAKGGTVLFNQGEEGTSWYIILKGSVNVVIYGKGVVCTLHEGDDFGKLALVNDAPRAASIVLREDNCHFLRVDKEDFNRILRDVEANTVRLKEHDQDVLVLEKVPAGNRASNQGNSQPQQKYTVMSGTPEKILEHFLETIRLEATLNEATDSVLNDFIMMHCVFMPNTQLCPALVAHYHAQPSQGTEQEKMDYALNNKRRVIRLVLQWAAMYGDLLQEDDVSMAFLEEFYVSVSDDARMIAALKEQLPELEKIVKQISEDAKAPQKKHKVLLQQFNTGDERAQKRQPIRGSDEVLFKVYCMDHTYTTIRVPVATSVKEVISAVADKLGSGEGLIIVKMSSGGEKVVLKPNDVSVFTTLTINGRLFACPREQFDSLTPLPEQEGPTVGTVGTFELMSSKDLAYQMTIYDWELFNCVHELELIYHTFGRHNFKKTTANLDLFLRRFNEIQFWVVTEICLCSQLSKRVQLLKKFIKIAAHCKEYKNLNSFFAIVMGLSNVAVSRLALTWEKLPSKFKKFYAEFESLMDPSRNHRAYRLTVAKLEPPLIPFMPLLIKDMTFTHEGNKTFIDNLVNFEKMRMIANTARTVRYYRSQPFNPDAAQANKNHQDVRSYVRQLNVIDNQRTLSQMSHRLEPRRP
EPAC2 ag – EPAC2 (human) agonism; Q8WZA2; 0.079% of 360,000 active; AID 720711; Potency, µM (highest dose often 154 µM), without a hit: at the highest dose activation, most hits filed as activators; EPAC2 activation, biochemical qHTS; response scale: 100% = 6.5 mM cAMP response; note: potency is the fitted concentration of half-maximal effect; nearly all actives have a fitted effect of over 50% in size
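Setup: EPAC2 100 nM, labeled Rap1B complex 250 nM, free GDP 50 uM. Compound titrations pinned in, brief spin, 5 min room temperature incubation. Kinetic fluorescence read over 30 min, normalized to 6.5 mM cAMP.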
Akt phos inh – blocks phosphorylation of Akt. Neuro2A IGF-stimulated pAkt S473 HTRF, 20 min; hits give low values. activity change, % for hits at 50 µM. 0.32% of 360,000 active; in the data active = activity change below about -80%; inconclusive = mostly about -51% to -80%; note: % is set by controls: 0 for no effect and ±100 for the full control effect
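Neuro2A cells (4,500/well, DMEM with 0.5% FBS) were treated with compound at a single 50 µM final concentration, stimulated with 6 nM IGF for 20 min at 37 °C, and lysed. Phospho-Akt Ser473 was read by HTRF as 665/615 ratio ×10^4.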
* hit, by the source's call; i = inactive; ? = inconclusive; . = not tested or not shown; [ ] = remark or other dose. Unless noted, calls come from the whole dose curve; as a rule, active = well fitted curve in the direction sought with a large enough effect; inconclusive = small, poorly fitted or top-dose-only effect, or another doubt; inactive = no such curve, though single readings can be large; an effect the other way counts as inactive or inconclusive. Only part of the results is shown. The share of hits here may be higher or lower than overall.

Value order: PTHR1 agonist	Mm-Cpn inhibitor	D3 antag	CCT chaperon mod	DRD3 agonist	EPAC2 antagonist	EPAC2 ag	Akt phos inh
- O=C(O)C1CCCN1S(=O)(=O)c1ccc(F)cc1 (centres undefined)
→ i	-1%	6	0.1	8	-3%	5%	i
- CCOC(=O)N1CCN(Cc2nc(-c3cccc(C)c3)no2)CC1
→ -8%	0%	25	0.9	6	8%	-2%	i
- O=C1c2ccccc2C(=O)N1CC1=NCCc2ccccc21
→ -2%	-3%	7	0.4	6	21%	8%	i
- COC(=O)COc1ccc(S(=O)(=O)NCc2ccncc2)cc1
→ i	-1%	43	1.3	4	4%	3%	i
- COc1cc(C)c(NC(=O)C(=S)NCc2ccccc2)cc1C
→ i	-1%	-2	-1.4	5	-1%	13%	i
- Cc1cc(C)nc(Sc2ccc([N+](=O)[O-])cc2[N+](=O)[O-])n1
→ -22%	1%	-22	-2.5	-3	4%	0%	i
- CCOc1ccc(Cl)cc1S(=O)(=O)N1CCC(C(=O)N2CCCC2)CC1
→ i	-13%	-28	-1.8	-2	-2%	18%	i
- Cc1cccc(N2CCN(S(=O)(=O)c3ccc4c(c3)CC(C)N4C(=O)C3CC3)CC2)c1C (centres undefined)
→ i	-1%	5	-0.2	-11	3%	14%	i
- COc1ccc2c(CCNC(=O)CN3C(=O)c4ccccc4C3=O)c[nH]c2c1
→ i	-1%	10	1.5	2	1%	4%	i
- Cn1nc(C(=O)OCC(=O)NCc2ccc(Cl)cc2)c2ccccc2c1=O
→ -29%	-20%	7	0.1	2	-10%	2%	i
- COCCCNC(=O)c1cc(C)nc2ccc(F)cc12
→ -1%	-3%	-9	-2.2	-30	10%	1%	i
- O=S(=O)(/N=C/c1ccccc1O)c1cccs1
→ i	0%	11	-1.9	4	1%	8%	i
- CN(C)C(=C(C#N)C#N)N1CCN(c2ccc(Cl)c(Cl)c2)CC1
→ -13%[57.5 µM]	0%	12	-2.0	0	0%	10%	i
- O=C(CCc1c[nH]c2ccccc12)NCCOc1ccccc1
→ ?	0%	1	-5.5	2	-14%	7%	i
- Cc1ccnc(NC(=O)CCC(=O)N(CC(=O)NCc2ccc(F)cc2)CC2CCCO2)c1 (centres undefined)
→ -20%	2%	0	-1.2	-3	-5%	9%	i
- CCCCN(CC)CCNC(=O)c1cc2c(C)nc3ccccc3c2o1
→ i	1%	?	-0.5	-10	2%	1%	i
- CCOC(=O)c1cnc(SCc2ccccc2)nc1N
→ -59%[inhibitor][57.5 µM]	-1%	-24	1.2	-24	-6%	21%	i
- COc1ccc(S(=O)(=O)N2CCN(C(=O)c3ccco3)CC2)c(C)c1C
→ -2%	?	0	-0.5	4	-21%	7%	i
- O=C(CCNC(=O)C1CCN(S(=O)(=O)c2ccccc2)CC1)Nc1ccccc1
→ -35%[inhibitor]	?	-6	-1.2	-18	6%	2%	i
- CCOC(=O)c1sc(NC(=O)CSc2nc(C)cc(-c3ccccc3)n2)c(C#N)c1C
→ -10%[57.5 µM]	2%	-14	1.9	2	-6%	5%	i
- COCCNC(=O)C1CCCN(C(=O)COc2ccc(C(C)(C)C)cc2)CC1 (centres undefined)
→ -20%	.	?	-3.1	-10	10%	-1%	i
- O=C(NCc1cc(C(F)(F)F)cc(C(F)(F)F)c1)C1CC(c2cccc(F)c2)=NO1 (centres undefined)
→ 6%	0%	26	1.0	-1	-3%	-6%	i
- COc1ccc(-c2[nH]nc(-c3ccccc3)c2-c2nc3ccccc3[nH]2)cc1
→ -21%	-12%	-11	-1.6	-8	-16%	21%	i
- COc1cc(OC)cc(C(=O)Nc2nc(CC(=O)NCCc3ccccc3)cs2)c1
→ i	-2%	7	0.8	0	-3%	4%	i
- C/C(=N\NC(=O)c1nn(C)c(C)c1Br)c1cccc(NC(=O)c2ccc(F)cc2)c1
→ -13%	2%	29	-3.2	4	-4%	-4%	i
- Cc1ccc(-n2cccc2/C=C2/C(=N)N3C(=NC2=O)SN=C3S(C)(=O)=O)cc1
→ -17%	2%	-8	-2.5	0	-18%	-7%	i
- NC(=O)N/N=C/c1ccccc1OC(=O)c1ccccc1Br
→ -15%	1%	5	0.7	-9	19%	6%	i
- COc1ccc(C(=O)Nc2ccc(Cl)cn2)cc1Cl
→ -4%[57.5 µM]	1%	10	-20	-18	-8%	2%	i
- Nc1ccc(Nc2ccncc2)cc1
→ i	.	5	-0.9	3	4%	-2%	i
- CCCc1cc(=O)oc2c(C)c(OCC(=O)c3ccc(N4CCCC4)cc3)ccc12
→ i	-8%	0	0.5	8	-6%	8%	i

Eleven entries from above, with bars between the fields.
compound | PTHR1 agonist | Mm-Cpn inhibitor | D3 antag | CCT chaperon mod | DRD3 agonist | EPAC2 antagonist | EPAC2 ag | Akt phos inh
CCOC(=O)N1CCN(Cc2nc(-c3cccc(C)c3)no2)CC1 | -8% | 0% | 25 | 0.9 | 6 | 8% | -2% | i
O=C1c2ccccc2C(=O)N1CC1=NCCc2ccccc21 | -2% | -3% | 7 | 0.4 | 6 | 21% | 8% | i
COC(=O)COc1ccc(S(=O)(=O)NCc2ccncc2)cc1 | i | -1% | 43 | 1.3 | 4 | 4% | 3% | i
COc1cc(C)c(NC(=O)C(=S)NCc2ccccc2)cc1C | i | -1% | -2 | -1.4 | 5 | -1% | 13% | i
Cc1cc(C)nc(Sc2ccc([N+](=O)[O-])cc2[N+](=O)[O-])n1 | -22% | 1% | -22 | -2.5 | -3 | 4% | 0% | i
CCOc1ccc(Cl)cc1S(=O)(=O)N1CCC(C(=O)N2CCCC2)CC1 | i | -13% | -28 | -1.8 | -2 | -2% | 18% | i
Cc1cccc(N2CCN(S(=O)(=O)c3ccc4c(c3)CC(C)N4C(=O)C3CC3)CC2)c1C (centres undefined) | i | -1% | 5 | -0.2 | -11 | 3% | 14% | i
COc1ccc2c(CCNC(=O)CN3C(=O)c4ccccc4C3=O)c[nH]c2c1 | i | -1% | 10 | 1.5 | 2 | 1% | 4% | i
Cn1nc(C(=O)OCC(=O)NCc2ccc(Cl)cc2)c2ccccc2c1=O | -29% | -20% | 7 | 0.1 | 2 | -10% | 2% | i
COCCCNC(=O)c1cc(C)nc2ccc(F)cc12 | -1% | -3% | -9 | -2.2 | -30 | 10% | 1% | i
O=S(=O)(/N=C/c1ccccc1O)c1cccs1 | i | 0% | 11 | -1.9 | 4 | 1% | 8% | i

Remaining list, next part.
Value order: PTHR1 agonist	Mm-Cpn inhibitor	D3 antag	CCT chaperon mod	DRD3 agonist	EPAC2 antagonist	EPAC2 ag	Akt phos inh
- CCCc1cc(=O)oc2cc(OCc3ccc(C(=O)O)cc3)ccc12
→ -29%	-2%	1	-1.8	11	-1%	1%	i
- CCc1ccc(NC(=O)CCCN2C(=O)C3CC=CCC3C2=O)cc1 (centres undefined)
→ -17%	2%	-1	3.5	-4	18%	4%	i
- O=C(O)CN1C(=O)/C(=C\c2cn(CC(=O)N3CCOCC3)c3ccccc23)SC1=S
→ -13%	0%	-20	0.6	0	43%[activator]	24%	i
- COC(=O)C1CC(C(=O)OC)C2C(C(=O)OC)CC(C(=O)OC)C12 (centres undefined)
→ i	.	3	-0.4	13	1%	8%	i
- CCOC(=O)/C=C/C(=O)OCC(=O)N1CCN(C(=O)c2ccco2)CC1
→ -27%	0%	-26	1.0	-12	-1%	-2%	i
- CC1(C)Cc2c(C#N)c(N3CCN(C(=O)c4ccco4)CC3)nc(-c3ccco3)c2CS1
→ 1%[57.5 µM]	-25%	26	-0.9	-1	-2%	8%	i
- Cc1nn(C)c(C)c1NS(=O)(=O)c1ccccc1Cl
→ 8%	3%	-11	1.1	8	-16%	5%	i
- Cc1cc(-c2ccc(S(=O)(=O)N3CCc4ccccc4C3)s2)on1
→ -21%	-2%	-17	1.0	-2	-11%	12%	i
- O=C(O)CN1C(=O)C2(OCCCO2)c2ccccc21
→ i	1%	-21	1.6	16	2%	-6%	i
- CC(C)C(c1nnnn1CCc1ccccc1)N1CCSCC1 (centres undefined)
→ i	-4%	4	0.8	-5	10%	8%	i
- CN1CCN(P(=O)(c2ccccc2)c2nc3ccccc3s2)CC1 (centres undefined)
→ i	3%	?	1.2	-28	-1%	-1%	i
- Cn1c2ccccc2c2cc(C(=O)OCC(=O)N3CC(=O)Nc4ccccc43)sc21
→ -15%[57.5 µM]	?	12	0.5	1	17%	-5%	i
- O=C(CCN1CCN(C/C=C/c2ccccc2)CC1)Nc1cccc(F)c1
→ -63%[inhibitor]	3%	-22	-0.1	-7	2%	6%	i
- O=C(NCC(c1ccc(F)cc1)N1CCOCC1)c1ccc(OCc2ccccc2)cc1 (centres undefined)
→ -19%	0%	-5	-2.1	6	-1%	9%	i
- CCCCC(=O)NCc1ccccc1Cl
→ 0%	-1%	19	-3.6	3	-13%	4%	i
- CC(C)C(N)c1csc(NC(=O)Nc2ccc(OC(F)(F)F)cc2)n1 (centres undefined)
→ -61%	.	17	1.1	7	8%	-6%	i
- CC1CC(C)CN(C(=O)COC(=O)COc2ccc(C#N)cc2)C1 (centres undefined)
→ i	-1%	-11	-2.5	5	0%	-6%	i
- O=C(COc1cccnc1[N+](=O)[O-])NCc1ccco1
→ i	0%	9	1.6	-3	7%	7%	i
- C/C(CC(=O)Nc1cccc(Cl)c1Cl)=N\NC(=O)C(=O)NC1CCCCC1
→ i	0%	12	0.6	-8	0%	-5%	i
- COCCCC1CCN(C(=O)C2CCC(=O)N(CCCc3ccccc3)C2)CC1 (centres undefined)
→ i	.	-14	-1.5	7	-6%	4%	i
- NNC(=O)CNC(c1ccccc1)c1cc(Cl)ccc1NC(=O)c1ccccc1 (centres undefined)
→ -18%	1%	4	-1.1	9	-13%	11%	i
- CCN(CC)CCCn1c(=S)[nH]c2cc(OC)c(OC)cc2c1=O
→ 8%[57.5 µM]	-1%	-7	1.5	-22	13%	4%	i

High-throughput results from PubChem BioAssay.
